PfHsp40 yeast: restores yeast growth despite PfHsp40 toxicity; S. cerevisiae expressing PfHsp40, growth rescue, ATP luminescence; growth rescue, % at 12.5 µM; 0.68% of 340,000 active; in the data active = growth rescue above about 28%, passing the limit was not always enough; inconclusive = no clear call, values can overlap the other calls;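 also: yeast W303a lacking pdr1 and pdr3 grown in galactose medium; growth measured after three days at 30 °C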
BoNT A protease: inhibitors of Botulinum neurotoxin A light chain protease. 0.17% of 360,000 active. AID 588499. multiplex microsphere protease substrate cleavage, flow cytometry. inhibition, % at 10 µM; also: plate controls were buffer without enzyme for full effect and enzyme alone for no effect
Anthrax LF inh2: anthrax lethal factor protease inhibition. inhibition, % at 10 µM. P15917. multiplex microsphere protease cleavage assay, LF. 0.12% of 360,000 active. AID 588501; also: plate controls were buffer without enzyme for full effect and enzyme alone for no effect
FadD28 FP inh: inhibitors of Mycobacterium tuberculosis FadD28 bisubstrate binding. inhibition, % at 12.5 µM. 0.22% of 360,000 active. FadD28 bisubstrate probe binding, fluorescence polarization; in the data active = inhibition above about 8.5%, passing the limit was not always enough; inconclusive = no clear call, values can overlap the other calls
Mtb BioA inh: inhibitors of Mycobacterium tuberculosis BioA enzyme; 0.096% of 360,000 active; inhibition, % at 9.99 µM; purified M. tuberculosis BioA enzyme, plate reader; in the data active = inhibition above about 40%; inconclusive = no clear call, values can overlap the other calls
Mtb UGM inh: blocks M. tuberculosis UGM enzyme; inhibition, % at 10 µM; AID 504406; 0.06% of 320,000 active; purified UGM, fluorescence polarization probe displacement; in the data active = inhibition above about 10%, passing the limit was not always enough; inconclusive = no clear call, values can overlap the other calls
Target sequence (P9WIQ1 whole entry, looked up): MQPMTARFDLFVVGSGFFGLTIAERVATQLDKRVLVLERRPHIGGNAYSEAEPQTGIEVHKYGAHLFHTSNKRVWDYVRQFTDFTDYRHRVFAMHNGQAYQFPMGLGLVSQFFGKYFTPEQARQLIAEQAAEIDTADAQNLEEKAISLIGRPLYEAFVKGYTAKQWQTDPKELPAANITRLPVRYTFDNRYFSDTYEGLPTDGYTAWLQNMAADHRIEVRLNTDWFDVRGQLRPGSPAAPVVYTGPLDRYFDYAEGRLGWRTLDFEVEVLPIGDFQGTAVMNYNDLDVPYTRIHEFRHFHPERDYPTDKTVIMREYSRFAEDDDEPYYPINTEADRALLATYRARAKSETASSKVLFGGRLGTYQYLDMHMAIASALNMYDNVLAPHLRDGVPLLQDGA
GDH-TPI counter: counter-screen for M. tuberculosis FBA inhibitors: GDH-TPI coupled enzymes; 1.2% of 360,000 active; GDH-TPI coupled enzyme counterscreen, NADH absorbance; inhibition, % at 4.8 µM; in the data active = inhibition above about 30%;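 also: 0% = DMSO wells and 100% = wells lacking the enzyme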
Mtb FBA inh: inhibits M. tuberculosis FBA enzyme; inhibition, % at 1 µM; 2.3% of 360,000 active; P9WQA3; purified M. tuberculosis FBA, fluorescence read-out; AID 588726; in the data active = inhibition above about 27%;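 also: 0% = vehicle and 100% = reference inhibitor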
Target sequence (P9WQA3 whole entry, looked up): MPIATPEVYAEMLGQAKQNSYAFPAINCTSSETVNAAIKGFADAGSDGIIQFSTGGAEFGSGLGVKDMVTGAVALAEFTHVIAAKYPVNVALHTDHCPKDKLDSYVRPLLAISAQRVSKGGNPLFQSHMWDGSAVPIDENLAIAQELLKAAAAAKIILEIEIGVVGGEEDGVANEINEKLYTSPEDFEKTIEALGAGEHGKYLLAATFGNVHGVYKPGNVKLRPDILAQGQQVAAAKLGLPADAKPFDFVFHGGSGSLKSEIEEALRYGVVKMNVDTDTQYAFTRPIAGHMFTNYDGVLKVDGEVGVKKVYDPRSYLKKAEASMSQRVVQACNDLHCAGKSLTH
BoNT-F LC inh: inhibitors of Botulinum neurotoxin F light chain protease; Multiplex microsphere protease cleavage assay, flow cytometry; inhibition, % at 10 µM; 0.22% of 360,000 active; AID 588497; in the data active = inhibition above about 35%, passing the limit was not always enough; inconclusive = no clear call, values can overlap the other calls; also: plate controls were buffer without enzyme for full effect and enzyme alone for no effect
Active calls of the source: *; ? = inconclusive; . = not tested or not shown; & = joins results of further samples. Rule as the data show it, unless noted: active = inhibition above about 30%; inconclusive = no clear call, values can overlap the other calls; inactive = below that. Outcome played no part in choosing rows. About 4.7% of those tested had a hit in this group.

SMILES	PfHsp40 yeast	BoNT A protease	Anthrax LF inh2	FadD28 FP inh	Mtb BioA inh	Mtb UGM inh	GDH-TPI counter	Mtb FBA inh	BoNT-F LC inh
CN(CC(=O)Nc1ccccc1Br)C(=O)c1cccc(S(=O)(=O)N2CCc3ccccc32)c1	-0.3	.	.	-1.1	1.1	.	-2	3	.
O=C1C2C3CCC(O3)C2C(=O)N1c1cccc(O)c1 (stereo unspecified)	-2.9	1.3	-3	-0.4	0.5	2.8	-2	0	-3
COc1ccc(S(=O)(=O)N2CCOCC2)cc1C(=O)NCC(c1ccccc1)c1ccccc1	1.3	-0.1	-4	-5.2	0.5	.	9	-1	-5
CCOc1ccc(OCCSc2nnnn2-c2ccccc2)cc1	0.9	0.3	-4	-3.0	-2.3	0.1	5	-2	-5
Cc1ccc(N2C(=O)N(CC(=O)Nc3c(C)cc(C)cc3Cl)C(=O)C2C)cc1 (stereo unspecified)	-0.6	0.1	-2	0.1	.	0.1	-5	-3	8
CCN(CC)S(=O)(=O)c1cc(C(=O)NCCN2CCOCC2)ccc1Cl	-0.8	0.4	-4	-1.6	-0.2	0.0	4	0	0
Cc1ccc(CNC(=O)C2CCCN(S(=O)(=O)c3cccnc3)C2)cc1 (stereo unspecified)	-0.2	1.0	3	-0.2	-0.6	1.0	3	-2	-1
Cc1c2ccccc2cc(Cc2ccccc2)[n+]1C	0.7	0.7	-2	-1.3	0.2	1.4	8	4	?
Cc1cc(=O)oc2cc(NC(=O)c3cc([N+](=O)[O-])ccc3N3CCOCC3)ccc12	1.9	-0.7	-3	-0.3	.	2.8	20	6	-5
COc1cc(NC(C)CCCN)c2ncccc2c1Oc1ccccc1 (stereo unspecified)	-1.3	1.5	-8	-2.3	.	.	11	1	-47
Cc1[nH]n(-c2ccccc2)c(=O)c1C1(C(F)(F)F)C(=O)N(c2ccc(F)cc2)C2=C1C(=O)CC(C)(C)C2 (stereo unspecified)	0.3	0.6	-7	1.9	0.1	-1.9	13	-2	-4
CC(=O)c1ccc(NC(=O)NC2CC(=O)N(c3ccc4c(c3)OCCO4)C2)cc1 (stereo unspecified)	-1.3	-0.7	-2	-3.8	.	-0.1	-3	0	-6
CCS(=O)(=O)Nc1cc2c3c(c1)CCC(=O)N3CCC2	0.5	-1.4	0	-0.1	-0.7	2.7	6	3	-2
O=C(Cc1ccc(Cl)cc1)Nc1cc(S(=O)(=O)N2CCOCC2)ccc1N1CCCC1	0.5	1.6	0	-3.1	.	-4.4	4	-2	0
CC(C)C(NC(=O)/C=C/c1cccc([N+](=O)[O-])c1)C(C)C	-0.8	-0.2	0	-2.4	.	-3.5	9	1	-3
O=C(Nc1nc2ccc(F)cc2s1)c1ccc(N2CCCC2=O)cc1	-1.6	.	.	-1.2	-0.5	-3.1	0	2	.
Cc1ccc(S(=O)(=O)N2C[C@H]3[C@H]4C(=O)N(C5CCCCC5)C(=O)[C@H]4CC(=O)[C@H]3[C@@H]2c2cccc3ccccc23)cc1	.	-0.2	4	-4.3	-3.9	.	.	-2	0
O=C1CCN(CCCN2CCC(=O)N(Cc3ccccc3)C2=S)C(=S)N1Cc1ccccc1	.	0.1	2	-5.2	-1.2	.	21	-2	-3
COc1ccc(CNC(=O)Nc2ccc3c(c2)c(=O)n(C)n3Cc2cccc(C(F)(F)F)c2)cc1	.	0.2	-8	-2.0	-0.1	.	6	128*	-9
CC1(C(=O)NS(=O)(=O)c2cccc(F)c2)CCN1C(=O)Cc1cccc2ccccc12 (stereo unspecified)	.	-1.3	-15	1.5	-0.4	.	8	1	-16
COCCn1c(C)cc(C(=O)CSc2cc(C)c3ccc(OC)cc3n2)c1C	-1.4	-0.3	-1	-1.0	1.7	-1.6	7	0	-6
CSc1nc(C)cc(SCC(=O)N/N=C/c2ccccc2)n1	-0.6	0.2	0	-0.2	.	-3.6	6	5	0
O=[N+]([O-])c1ccc(N=Nc2ncc[nH]2)cc1	85*	-1.6	-5	-1.5	0.1	3.0	20	-7	-8
COc1ccc(CN2CCN(Cc3ccc4cc(F)ccc4n3)CC2CCO)c(C)c1C (stereo unspecified)	-0.8	0.4	15	-2.8	-1.2	-0.8	10	1	-8
Cc1ccc(-n2nc3c(=O)n(CC(=O)NC(C)CCc4ccccc4)nc(C)c3c2C)cc1 (stereo unspecified)	2.4	0.1	-1	-3.1	-0.9	1.2	7	-2	2
(cont.)
SMILES	PfHsp40 yeast	BoNT A protease	Anthrax LF inh2	FadD28 FP inh	Mtb BioA inh	Mtb UGM inh	GDH-TPI counter	Mtb FBA inh	BoNT-F LC inh
Cc1cc(N2CCCC2)ccc1NC(=O)CN1C(=O)NC2(CCCCC2)C1=O	0.1	0.1	-2	0.3	-0.5	1.1	-1	-1	0
COc1ccc(NC(=O)O/N=C/c2ccc(N(C)C)cc2)cc1	2.0	1.7	3	1.6	-0.2	1.2	22	0	-6
CC(C)=C1C2CCC1C1C(=O)N(c3nc(-c4ccccc4)c(C)s3)C(=O)C21 (stereo unspecified)	0.8	-1.1	-2	-4.4	-0.6	3.6	-7	-1	-6
Cc1cccc(NC(=O)Cc2noc3ccccc23)c1C	0.2	1.0	3	-0.1	0.1	2.0	12	-1	1
O=C(N/N=C/c1c(O)n(Cc2ccco2)c(=O)[nH]c1=O)c1ccccc1O	-0.3	-1.5	-3	1.4	-0.1	2.5	26	12	-4
O=C(NCc1ccccc1)C1CCCN1C(=O)Nc1ccccc1[N+](=O)[O-] (stereo unspecified)	-1.2	?	-2	0.0	-1.1	-0.8	7	3	?
C=Cc1ccc(Cn2c(C)c(C(=O)NCc3ccc4c(c3)OCCO4)sc2=O)cc1	.	-0.1	-2	-2.3	0.7	.	4	0	-3
CCNC(=O)CC1C(=O)N(c2ccc(C)cc2)C(=O)N1CCc1sccc1C (stereo unspecified)	1.0	-1.4	-2	-1.2	.	0.2	-2	0	-2
COc1ccc(-n2nnnc2SCC(=O)c2cc3ccccc3o2)cc1	-0.7	0.6	1	0.3	-1.6	2.6	14	1	-11
NC(=O)c1ccc(N=Cc2c(O)n(Cc3ccco3)c(=O)[nH]c2=O)cc1	-2.2	-0.7	3	-3.2	.	2.6	36*	-1	-1
O=C1c2ccccc2C(=O)c2c1cccc2N1CCN(CCO)CC1	-0.6	0.7	-3	1.3	-0.5	3.2	7	-3	-1
O=c1c2c(nc3cc(-c4ccccc4Cl)[nH]n13)CCS2	-0.8	-0.2	-2	-0.2	.	2.0	8	8	-6
CSc1cc(C)[nH]c(=O)n1	-0.5	-0.3	-2	-0.5	.	-0.9	3	1	-4
Cc1nc2cccc(C(=O)NC3CCCCC3)c2o1	-0.3	-3.0	-6	-1.2	-1.1	-4.9	4	7	-39
CCOC1=C2[C@H](c3ccccc3Cl)N(S(=O)(=O)c3ccc(C)cc3)C[C@H]2C(C#N)(C#N)C(C#N)(C#N)C1	.	-0.9	-9	-2.0	-0.3	.	.	-2	-4
O=C(CCS(=O)(=O)Cc1ccccc1)NCC1CCCO1 (stereo unspecified)	-1.6	0.3	1	-3.0	-0.9	-1.0	10	0	6
O=C(c1cn(-c2ccccc2)nc1-c1cc2ccccc2oc1=O)N1CCOCC1	0.4	-0.7	-8	0.2	0.4	2.1	5	23	2
C[C@@H]1CN([C@H](C)CO)C(=O)c2cc(/C=C/c3ccccc3)cnc2O[C@H]1CN(C)C(=O)NC1CCCCC1	.	-0.2	0	-1.5	1.3&0.0&2.7	.	12	60*	4
CC(=O)Nc1ccc2oc(-c3ccccc3)nc2c1	-0.2	-0.9	-3	-2.4	.	-0.4	-1	173*	-6
O=C(CONS(=O)(=O)c1ccc(Cl)cc1)NCCNc1ncc(C(F)(F)F)cc1Cl	1.9	-0.9	-2	-0.2	.	3.9	8	0	-8
COC(=O)C1CCN(C(=O)COC(=O)CNC(=O)c2ccc(Cl)cc2Cl)CC1	0.8	2.5	5	.	-2.8	-1.9	5	9	0
CCOC(=O)C1=C(COC(=O)CNC(=O)c2cc(OC)c(OC)c(OC)c2)NC(=O)NC1C (stereo unspecified)	0.4	.	.	2.1	-3.7	-1.4	-1	6	.
C#Cc1ccc([C@H]2C=C(C(=O)O)O[C@@H](OCc3ccc(CO)cc3)C2)cc1	0.3	0.2	2	-3.0	3.0	-0.1	-4	1	6
Cc1ccc(-c2noc(CCC(=O)Nc3cccc(C#N)c3)n2)cc1	1.9	-2.7	-9	-5.1	2.4	3.9	-6	-3	?
CC1=NN(C(N)=S)C(=O)C1N=Nc1ccc([N+](=O)[O-])cc1 (stereo unspecified)	-0.9	0.6	-4	-1.9	1.2	1.8	-8	-5	3

Just Anthrax LF inh2 (two entries from above):
smiles | Anthrax LF inh2
O=C(CCS(=O)(=O)Cc1ccccc1)NCC1CCCO1 (stereo unspecified) | 1
C#Cc1ccc([C@H]2C=C(C(=O)O)O[C@@H](OCc3ccc(CO)cc3)C2)cc1 | 2

The listing continues:
SMILES	PfHsp40 yeast	BoNT A protease	Anthrax LF inh2	FadD28 FP inh	Mtb BioA inh	Mtb UGM inh	GDH-TPI counter	Mtb FBA inh	BoNT-F LC inh
CCN(CC)C(=O)c1ccc(NC(=O)C2=C(C)OCCS2)cc1	-0.2	-1.3	7	0.2	-1.2	1.9	4	1	4
CCOc1cc(CNC2CCCC2)ccc1OCc1ccccc1Cl	1.2	-0.7	-2	-4.8	1.3	-3.1	-14	-1	-6
CN(C)S(=O)(=O)c1ccc(N2CCCC2)c(C(=O)NCC2CCCO2)c1 (stereo unspecified)	-1.5	-3.7	-8	-0.7	-1.5	-0.4	13	-1	-4
CC(CNC(=O)CCc1nnc2ccc(N3CCC4(CC3)OCCO4)nn12)c1ccccc1 (stereo unspecified)	-1.1	1.2	1	-3.7	3.9	4.2	-2	0	2
Cc1ccc(C=C2C=C(c3ccccc3)OC2=O)cc1	.	0.3	2	-0.9	.	.	8	1	5
O=C(CN1CCOCC1)NC1CC2CCC1C2 (stereo unspecified)	1.9	-0.2	-5	0.5	6.5	6.4	7	1	-5
COCCCNC(=O)CCc1nnc(Cc2ccc(-c3ccccc3)cc2)o1	-0.3	-0.2	0	-0.7	0.6	-1.0	-5	0	-6
C/C(=N\NC(=O)Cc1csc(N2CCOCC2)n1)c1ccccc1	0.1	?	-4	-3.1	21	-1.0	7	-2	-10
CC(C)CCN1CCN(Cc2coc3ccccc3c2=O)CC1CCO (stereo unspecified)	-0.1	1.2	6	0.0	-1.9	2.0	13	3	26
COc1ccc(C(=O)Oc2coc(CSc3nnc(NC(=O)c4cccs4)s3)cc2=O)cc1	-1.0	-0.1	0	-0.6	0.0	1.9	23	1	3
O=C(CCn1ccc2cc(S(=O)(=O)N3CCCC3)ccc21)NCCc1ccccc1	1.6	-0.1	13	-3.7	0.7	-1.4	6	-1	7
CN(C(=O)CN1C(=O)S/C(=C\c2ccc(F)cc2)C1=O)C1CCS(=O)(=O)C1 (stereo unspecified)	0.7	0.5	-1	-1.9	0.7	0.5	29	-2	-2
CN(CCc1ccccc1)C(=O)c1[nH]c(C(F)(F)F)nc1-c1ccccc1	.	-0.6	3	-1.7	0.1	.	.	1	-4
Nc1c(C(=O)O)sc2nc(-c3ccccc3)cc(-c3ccc(Cl)cc3)c12	-2.0	-0.2	3	-7.7	12	-2.2	28	1	-8
CC1CCN(c2c(NCc3ccc(C(=O)N(C)C4CCCCC4)cc3)c(=O)c2=O)CC1	-0.2	-0.3	0	0.5	0.2	.	-3	-1	-7
Cc1csc(Cn2c(CN(C)C)nc3ccccc3c2=O)n1	-1.0	-0.3	6	1.0	-1.5	-0.4	-4	-3	0
C=CCNc1nc2ccccc2nc1NS(=O)(=O)c1ccc(F)cc1	-1.6	-1.2	2	-2.9	-0.2	-0.3	1	12	6

Rewritten with two lines to a compound: two of the compounds above.
Screens in order: PfHsp40 yeast, BoNT A protease, Anthrax LF inh2, FadD28 FP inh, Mtb BioA inh, Mtb UGM inh, GDH-TPI counter, Mtb FBA inh, BoNT-F LC inh
- O=C(CCn1ccc2cc(S(=O)(=O)N3CCCC3)ccc21)NCCc1ccccc1
  1.6, -0.1, 13, -3.7, 0.7, -1.4, 6, -1, 7
- C=CCNc1nc2ccccc2nc1NS(=O)(=O)c1ccc(F)cc1
  -1.6, -1.2, 2, -2.9, -0.2, -0.3, 1, 12, 6

Bioassay records (PubChem)
